Compound activity: PubChem, National Center for Advancing Translational Sciences (NCATS)
12-LOX inh: blocks human arachidonate 12S-lipoxygenase | AID 1671190 | P18054 | Potency, µM (titrated, usually from 108 µM), inactives show at the top dose activity change, negative = inhibition, hits mostly inhibitors | 580,000 tested, 1.1% active | purified 12hLO, xylenol orange hydroperoxide absorbance; note: potency is the fitted concentration of half-maximal effect; % is set by controls: 0 for no effect and ±100 for the full control effect
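Hydroperoxide product was detected by ferrous iron/xylenol orange as the 573 to 405 nm absorbance ratio. Arachidonic acid at 40 uM (final) was turned over for 30 min at room temperature by 150 nM human 12hLO, pH 7.0 Hepes buffer, after 15 min compound preincubation.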
Pol beta inh: inhibitors of human DNA polymerase beta. Pol beta primer extension/strand displacement, fluorescence kinetic. P06746. 340,000 tested, 1.3% active. Potency, µM (doses to about 114 µM), for inactives: top-dose activity change, negative = inhibition, usual class: inhibitors; note: potency is the fitted concentration of half-maximal effect; % is set by controls: 0 for no effect and ±100 for the full control effect
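Values derive from four-parameter Hill fits of normalized kinetic data: reads at 0 and 10 min following addition of 50 nM substrate to 10 nM Pol beta preincubated 15 min with compound.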
APE1 inh: blocks human APE1 abasic DNA cleavage; P27695; recombinant APE1, TAMRA/BHQ-2 abasic DNA cleavage fluorescence; 350,000 tested, 0.35% active; AID 2517; Potency, µM (series often up to 65.8 µM), without a hit: at the highest dose activity change, negative = inhibition, actives largely listed as inhibitors;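 note: potency is the fitted concentration of half-maximal effect; plate controls were vehicle for no effect and reference inhibitor for full effect; nearly all actives have a fitted effect of over 55% in size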
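Substrate: short duplex with […] THF abasic site, 5'-TAMRA and 3'-BHQ-2, 50 nM final. APE1 at 0.75 nM, preincubated 15 min RT with compound. Fluorescence increase from first to third read measured activity.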
Pol kappa inh: blocks human DNA polymerase kappa activity; 400,000 tested, 0.53% active; purified Pol kappa, fluorescent DNA synthesis assay, 10 min; AID 588579; Q9UBT6; Potency, µM (highest dose often 107 µM), for the others: top-dose activity, negative = inhibition, actives largely listed as inhibitors; note: potency is the fitted concentration of half-maximal effect; % is set by controls: 0 for no effect and ±100 for the full control effect
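Inhibition of 10 nM Pol kappa is measured by a fluorescent read-out at 0 and 10 min following addition of 50 nM substrate (final), with a 15-min room-temperature compound preincubation.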
POLI inh: inhibitors of human DNA polymerase iota. Q9UNA4. Pol iota fluorescent replication assay, 10 min. Potency, µM (top dose mostly 115 µM), for inactives: top-dose activity, negative = inhibition, most hits filed as inhibitors. 390,000 tested, 1% active. AID 588590; note: potency is the fitted concentration of half-maximal effect
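Fluorescent replication assay read twice, at 0 min and 10 min after adding 50 nM (final) substrate. Enzyme (10 nM) and compounds were first incubated 15 min at room temperature; enzyme-free buffer wells were negative controls.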
Anesthetic bind: candidate novel general anesthetic via apoferritin binding | AID 485281 | apoferritin/1-aminoanthracene competitive binding, fluorescence | Potency, µM (top dose mostly 77.5 µM), inactives show top-dose activity change, negative = displacement, hits mostly inhibitors | P02791 | 350,000 tested, 0.074% active; note: potency is the fitted concentration of half-maximal effect; % is set by controls: 0 for no effect and ±100 for the full control effect; nearly all actives have a fitted effect of over 20% in size
Target sequence (P02791 2-175 limits assumed): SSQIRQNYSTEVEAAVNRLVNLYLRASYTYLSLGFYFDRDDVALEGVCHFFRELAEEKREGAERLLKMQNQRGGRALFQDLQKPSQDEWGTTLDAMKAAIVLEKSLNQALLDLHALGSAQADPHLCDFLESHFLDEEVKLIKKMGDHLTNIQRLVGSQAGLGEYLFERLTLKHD
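Probe: 1-aminoanthracene (50% saturated, PBS). Protein: horse-spleen apoferritin, 10 uM. Incubation: 10 min, room temperature. Detection: 380 nm excitation, 535 nm emission. Analysis: normalized response, four-parameter Hill.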
ERG Ets-DNA blk: inhibitors of human ERG Ets domain-DNA interaction; P11308; fluorescence polarization, His-ERG Ets domain / labelled DNA; Potency, µM (titrated, usually from 76.9 µM), inactives show at the highest dose FP activity, negative = inhibition, usual class: inhibitors; 370,000 tested, 0.028% active; AID 624246; active = well fitted inhibition curve with a large enough effect in the polarisation, with a control signal flat; inconclusive = small, poorly fitted or top-dose-only effect, or effect the other way, or a change in a side signal; inactive = no such curve, though single readings can be large or run the other way; the % refers to the polarisation;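 note: polarization taken with two DNA probes labelled with fluorescein and Texas red; potency is the fitted concentration of half-maximal effect; % of control where 0% means no effect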
Target sequence (P11308 whole entry, looked up, the tested form may be a part): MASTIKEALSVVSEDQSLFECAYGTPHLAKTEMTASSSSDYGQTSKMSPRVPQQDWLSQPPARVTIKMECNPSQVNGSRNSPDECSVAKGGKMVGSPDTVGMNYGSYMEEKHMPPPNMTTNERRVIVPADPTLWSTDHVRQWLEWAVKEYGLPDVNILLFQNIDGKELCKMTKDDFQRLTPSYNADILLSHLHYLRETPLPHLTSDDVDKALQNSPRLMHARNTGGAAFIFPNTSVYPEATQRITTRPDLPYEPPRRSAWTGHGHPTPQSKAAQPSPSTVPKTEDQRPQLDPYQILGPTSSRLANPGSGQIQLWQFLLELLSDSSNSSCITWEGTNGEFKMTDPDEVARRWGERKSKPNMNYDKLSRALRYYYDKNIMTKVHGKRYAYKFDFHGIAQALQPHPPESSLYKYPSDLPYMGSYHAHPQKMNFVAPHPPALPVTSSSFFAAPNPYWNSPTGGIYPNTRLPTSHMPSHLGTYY
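His-tagged ERG Ets domain (1 uM in the protein solution; 300mM KCl, 50mM Tris-HCl, 1mM EDTA, 1mM DTT, pH 7.5) received compound, then a probe mix of 5 nM fluorescein-DNA and 100nM Texas-615-DNA. Fluorescence polarization was read for both dyes.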
BLM helicase inh: Bloom syndrome helicase (human) inhibition | 350,000 tested, 0.2% active | P54132 | recombinant BLM DNA unwinding, fluorescence dequenching | Potency, µM (highest dose often 56.1 µM), without a hit: at the highest dose activity change, negative = inhibition, most hits filed as inhibitors;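 note: potency is the fitted concentration of half-maximal effect; plate controls were vehicle for no effect and no enzyme for full effect; nearly all actives have a fitted effect of over 35% in size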
TRHR ag: TRH receptor (human) agonism | TRHR cells, calcium flux fluo-8, FDSS agonist mode | activation, % at 2 µM | 360,000 tested, 0.18% active; in the data active = activation above about 30%; note: 0% is about no effect
Target sequence (P34981 whole entry, looked up): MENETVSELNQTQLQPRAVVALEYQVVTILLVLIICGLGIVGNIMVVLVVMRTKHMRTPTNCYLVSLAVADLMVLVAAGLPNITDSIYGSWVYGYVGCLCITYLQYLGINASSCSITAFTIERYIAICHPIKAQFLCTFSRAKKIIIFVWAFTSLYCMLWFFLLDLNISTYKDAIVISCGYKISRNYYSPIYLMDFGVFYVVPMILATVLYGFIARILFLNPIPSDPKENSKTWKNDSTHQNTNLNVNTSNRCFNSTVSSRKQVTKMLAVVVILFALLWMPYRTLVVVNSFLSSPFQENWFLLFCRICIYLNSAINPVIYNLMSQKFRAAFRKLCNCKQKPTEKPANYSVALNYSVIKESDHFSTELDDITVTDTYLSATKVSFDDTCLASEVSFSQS
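Fluo-8-loaded TRHR cells; 10 s baseline, compound added, kinetic Ca2+ fluorescence read 1/s, agonist mode.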
* = called active by the depositor; i = inactive; ? = inconclusive; / = no result given; & = joins results of further samples; [ ] = another dose, or the depositor's remark. Unless noted, calls come from the whole dose curve; as a rule, active = well fitted curve in the direction sought with a large enough effect; inconclusive = small, poorly fitted or top-dose-only effect, or another doubt; inactive = no such curve, though single readings can be large; an effect the other way counts as inactive or inconclusive. These rows are one share of the data (hit frequency here may not be typical).

A first look:
SMILES | 12-LOX inh | Pol beta inh | APE1 inh | Pol kappa inh | POLI inh | Anesthetic bind | ERG Ets-DNA blk | BLM helicase inh | TRHR ag
COc1cc([N+](=O)[O-])ccc1NC(=O)CN(C)C | -13% | 5% | -1% | -8% | 3% | -8% | / | 1% | -0.1
CC(NC(=O)Nc1cc(Cl)ccc1Cl)c1c(-n2cccc2)sc2c1CCCC2 (stereo not given) | -19% | 23% | / | ? | 3% | 3% | 8% | -2% | -0.2

The listing (from the top)
SMILES | 12-LOX inh | Pol beta inh | APE1 inh | Pol kappa inh | POLI inh | Anesthetic bind | ERG Ets-DNA blk | BLM helicase inh | TRHR ag
COc1cc([N+](=O)[O-])ccc1NC(=O)CN(C)C | -13% | 5% | -1% | -8% | 3% | -8% | / | 1% | -0.1
CC(NC(=O)Nc1cc(Cl)ccc1Cl)c1c(-n2cccc2)sc2c1CCCC2 (stereo not given) | -19% | 23% | / | ? | 3% | 3% | 8% | -2% | -0.2
N#Cc1cccn1-c1nccs1 | -4% | 18% | -3% | 6% | 61%[activator] | 6% | 3% | -2% | -0.5
COc1ccccc1CN1CCC(CNC(=O)c2cnn(-c3cccc(Cl)c3)c2C2CCN(C(=O)OC(C)(C)C)CC2)CC1 | -16% | -17% | / | -9% | 14% | -11% | -1% | 3% | 2.3
Oc1ccccc1C1=Nc2ncnn2C(c2ccccc2)C1 (stereo not given) | -4% | 17% | -1% | -8% | -13% | -19% | 2% | 0% | -0.1
CN1/C(=C/c2cc[n+](C)c3ccccc23)C=Cc2ccccc21 | / | 32µM* | -3% | -17% | 27% | ? | 49%[activator] | ? | -0.6
O=C(NCC(c1cccnc1)N1CCc2ccccc2C1)C(=O)Nc1ccc(Cl)cc1 (stereo not given) | -7% | -4% | / | -4% | 22% | -6% | 3% | 1% | -0.4
Cc1cc(C)c(C(=O)N2CCCC(C(=O)c3cc(F)ccc3F)C2)o1 (stereo not given) | -13% | 13% | 3% | 5% | 19% | -9% | -11% | -3% | -1.0
COc1ccc(Nc2ccc([N+](=O)[O-])cn2)cn1 | 110%[activator] | -2% | -4% | 0% | -73% | ? | 4% | -7% | -0.5
CCCC1N2CC3([N+](=O)[O-])CN1CC([N+](=O)[O-])(C2)C3(C)C (stereo not given) | 24% | 6% | 0% | -15% | -1% | -4% | 5% | 4% | 0.9
COc1cccc2cc(C(=O)NC(C)C3CCCO3)c(=O)oc12 (stereo not given) | -21% | -4% | 1% | -7% | -2% | 5% | -4% | 1% | 0.1
CCCC(=O)c1cc2c(cc1NC(=O)c1ccccc1F)OCCO2 | 0%&5% | 12%&-6% | 9% | 6% | 36%&1%[activator] | -7%&-15% | 0%&-8% | -6%&-1% | 0.0&1.1
CC(C)N(C)C1CCN(S(=O)(=O)c2ccc3[nH]c(=O)ccc3c2)CC1 | -1% | -15% | / | -7%[60.1 µM] | 17% | -6% | 2% | 0% | 0.1
CNc1oc(-c2cccc3ccccc23)nc1C#N | 262%[activator] | ? | -3% | -2% | ? | 79%[activator] | 0% | -4% | -0.9
N#CCCN(C(=O)COC(=O)c1nc(Cl)ccc1Cl)c1ccccc1 | 2% | / | 31% | -8% | 22% | / | 14% | / | 0.2
CCN1CCN(c2ccc(S(=O)(=O)N3CCOCC3)cc2NC(=O)C(C)Oc2ccc(Cl)cc2)CC1 (stereo not given) | ? | / | 25% | -13% | 37%[activator] | / | -5% | / | 0.0
O=C(NCC1CCCO1)c1c(O)c2c([nH]c1=O)CCCC2 (stereo not given) | ? | 14% | 2% | -3% | -7% | -6% | / | -2% | 0.2
CCNc1c([N+](=O)[O-])ncn1C | -5% | 16% | 9% | -8% | 12% | -19% | -4% | -4% | 0.4
CCCOc1ccc(C(C)=O)cc1CSCCC#N | 1% | -3% | 13% | -6% | 16% | 1% | 4% | 5% | -0.1
O=C1NC(=O)C2(CCCCC2C2CCCCC2)N1 (stereo not given) | -3% | / | / | 1% | 86%[activator] | / | 5% | / | /
O=S(=O)(NCCOc1ccc(F)cc1)c1ccc2c(c1)OCCO2 | -30% | 18% | -5% | -12% | 4% | -15% | 9% | -4% | 0.2
O=C(CCC(=O)OCc1ccc(C(=O)Oc2ccccc2)cc1)Nc1cccc2ccccc12 | 0% | 3% | 1% | -4% | -2% | -12% | -15% | -8% | -0.7
Cc1ccccc1CN1C(=O)Nc2ccccc2C(=O)N1C(C)(C)C | 8% | -12% | 1% | -18% | 1% | -10% | -2% | -3% | 0.0
Cc1cc(SCC(=O)NCCN2C(=O)CSC2=O)nc2ccccc12 | -6% | 1% | 2% | 0% | 12% | -3% | 0% | -3% | -0.2
Cc1ccc(C)c(S(=O)(=O)Nc2ccc(O)c(Sc3ncn[nH]3)c2)c1 | -10% | ? | -6% | -21% | ? | -3% | 0% | -23% | 0.3
CC(C)N(C(=O)[C@H]1C[C@H](CC(=O)NCc2cccc(C(F)(F)F)c2)C(=O)N2CCc3c([nH]c4cc(CCC(=O)N(C)C)ccc34)[C@]12C)C(C)C | -12% | / | -10% | -1% | 33%[activator] | / | -1% | / | /
CCN1C/C(=C\c2cccc([N+](=O)[O-])c2)C(=O)/C(=C/c2cccc([N+](=O)[O-])c2)C1 | -30% | 19% | -1% | 9% | 12% | -20% | 12% | -1% | 0.0
CCc1ccc(-n2nnc(-c3nsc(NC(=O)c4ccccc4Cl)n3)c2C)cc1 | -14% | ? | / | -17% | -1% | ? | 7% | -6% | -0.9
C=CCc1c(OC)ccc2ccc(=O)oc12 | 275%[activator] | 10% | 11% | 0% | 17% | 1% | 9% | -2% | -0.4
COc1ccc(NC(=S)NC(=O)Cc2ccccc2)c(OC)c1 | 0% | -1% | 29% | -6% | 10% | ? | -1% | -9% | 1.6
COc1ccccc1NC(=O)CSC1=Nc2ccccc2C2=NC(CCC(=O)NCc3ccco3)C(=O)N12 (stereo not given) | 4% | 9% | / | -5%[60.1 µM] | 20% | -16% | 13% | 4% | -0.5
CN1CCC(N(C)C(=O)c2cc(S(=O)(=O)N3CCOCC3)ccc2Cl)CC1 | 44%[activator] | / | -9% | -5% | 22% | / | 3%[15.4 µM] | / | /
C=CCOc1ccc(C(=O)n2cc(C(=O)OC)c3ccccc32)cc1 | 0% | -17% | 4% | -5% | 41%[activator] | -12% | 2% | ? | 1.9
CCOc1ccc(NC(=O)CSc2nc3c(c(=O)n2-c2ccccc2OC)SCC3)cc1 | 18% | -28% | -1% | -13% | 0% | 1% | 0% | -4% | -0.7
Cc1ccc(-n2c(=O)c3c(cnn3C)n(CC(=O)Nc3cc(C)ccc3C)c2=O)cc1 | -22% | 2% | / | 10% | 9% | 1% | 2% | -3% | -0.3
O=C(CSc1ccc2nnc(-c3ccncc3)n2n1)N1CCc2ccccc21 | / | -2% | -4% | / | / | -4% | / | -2% | 0.2
S=c1[nH]nc(C2CCCCC2)n1/N=C/c1ccc(Cl)cc1 | 0% | 1% | 23% | -16% | -19% | -2% | 3% | -6% | -0.2
O=C(O)c1ccc(N2C(=O)CC(N3CCN(c4cccc(Cl)c4)CC3)C2=O)cc1 (stereo not given) | 0% | 25% | -2% | -20% | -37% | -2% | 3% | -1% | -0.1
C=CCn1c(SCC(=O)Nc2nncs2)nnc1-c1ccco1 | -22% | 52% | 2% | 4% | -16% | 10% | 11% | 0% | 0.4
Cc1cc(C)cc(C(=O)N(Cc2nc(-c3ccc(Cl)cc3)no2)C(C)C)c1 | -22% | 12% | / | -12% | -5% | -3% | 10% | -8% | 0.4
Cc1cc(C)cc(NC(=O)N2CCC(C(=O)c3ccc(F)cc3)CC2)c1 | 21% | -8% | 11% | -3% | 80%[activator] | -16% | -7% | -10% | -0.5
COc1ccc(C)cc1NS(=O)(=O)c1c(C(=O)N2CCCCCC2)c(C)n(C)c1C | ? | -2% | / | 0% | 5% | 6% | 1% | -1% | 0.2
CC1CC(C)(C)CC2(C1)NC(=O)N(CC(=O)Nc1ccc(N3CCCCC3)cc1)C2=O (stereo not given) | 14% | -7% | 5% | -17% | 20% | ? | 1% | -9% | -0.9
CCOc1c(Br)cc(/C=N\NC(=O)c2ccccc2)cc1OC | -3% | 20% | -2% | -7% | -1% | -13% | 4% | -3% | 0.4
O=c1oc(Nc2ccc(F)cc2)nc2ccccc12 | -3% | 19% | ? | -3% | ? | -13% | 10% | 1% | 1.9
Cc1ccc(-c2noc(CNC(=O)c3ccc(Br)o3)n2)cc1 | ? | 9% | / | 14% | 7% | ? | -14% | -1% | -0.5
Cc1ccc(/C=N/NC(=O)C2CC(=O)N(c3ccccc3)C2)s1 (stereo not given) | 4% | 42% | 2% | -5% | -23% | 4% | / | 3% | -0.5
CCc1cc2c(cc3c(=O)n(CC(=O)NCCc4ccc(OC)c(OC)c4)ncn32)s1 | -20% | ? | / | -18% | -23% | 2% | 0% | -21% | -0.4
CC(=O)c1ccc(NC(=O)CN(C)S(=O)(=O)c2cccc3nsnc23)cc1 | -13% | 0% | / | -1% | 16% | -1% | 0% | 2% | -0.8
COc1cc(OC)cc(C(=O)Nc2cc3c(cc2N2CCCC2)n(C)c(=O)c(=O)n3C)c1 | 11% | ? | / | 18% | -10% | 4% | -1% | 0% | -0.4

Next entries follow:
SMILES | 12-LOX inh | Pol beta inh | APE1 inh | Pol kappa inh | POLI inh | Anesthetic bind | ERG Ets-DNA blk | BLM helicase inh | TRHR ag
CCOC(=O)N1CCN(C(=O)CSc2ccccc2)CC1 | -28% | 5% | 10% | -6% | 8% | -13% | -2% | -2% | 0.1
Cc1cccc(Nc2nc(Nc3cccc(C)c3)nc(N3CCOCC3)n2)c1 | -20% | ? | / | -7% | 39%[activator] | 5% | 4% | -12% | -0.9
Cc1ccc(S(=O)(=O)N2CCOCC2)cc1C(=O)OCC(=O)N(Cc1ccccc1)C(C)C | 13% | / | 12% | -4% | 10% | / | -2% | / | 0.1
O=C(COC(=O)CNS(=O)(=O)c1ccccc1)NC12CC3CC(CC(C3)C1)C2 | i | 8% | -2% | -6% | -14% | ? | -9% | 0% | 1.6
